PG9 binder = binders of HIV-1 gp120 antibody PG9, primary screen, biochemical, TR-FRET; TR-FRET gp120-PG9 antibody binding; inhibition, % at 6.7 µM; actives 0.43% (n = 360,000); in the data active = inhibition above about 8.5%
PLCb3 inh = human PLC-beta3 inhibitors, primary screen, biochemical, fluorescence; 1-phosphatidylinositol 4,5-bisphosphate phosphodiesterase beta-3 (Homo sapiens), Q01970; Purified PLC-beta3, fluorogenic substrate; inhibition, % at 12.2 µM; actives 0.18% (n = 370,000); AID 720704, 2013; in the data active = inhibition above about 11%;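 also: 0% = median of compound wells on plate and 100% = full blocker control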
HGIII-sPLA2 inh = human group III sPLA2 inhibitors, primary screen, biochemical, QFRET, BODIPY PC-A2 liposome substrate; inhibition, % at 12.2 µM; QFRET BODIPY PC-A2 liposome hydrolysis, fluorescence; actives 0.56% (n = 370,000);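 active = inhibition above mean plus 3 SD of compounds lying within the high and low control bounds, cut at about 19% in these data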;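 also: 0% = median of test compound wells and 100% = no enzyme DMSO wells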
Target sequence (Q9NZ20 whole entry, looked up): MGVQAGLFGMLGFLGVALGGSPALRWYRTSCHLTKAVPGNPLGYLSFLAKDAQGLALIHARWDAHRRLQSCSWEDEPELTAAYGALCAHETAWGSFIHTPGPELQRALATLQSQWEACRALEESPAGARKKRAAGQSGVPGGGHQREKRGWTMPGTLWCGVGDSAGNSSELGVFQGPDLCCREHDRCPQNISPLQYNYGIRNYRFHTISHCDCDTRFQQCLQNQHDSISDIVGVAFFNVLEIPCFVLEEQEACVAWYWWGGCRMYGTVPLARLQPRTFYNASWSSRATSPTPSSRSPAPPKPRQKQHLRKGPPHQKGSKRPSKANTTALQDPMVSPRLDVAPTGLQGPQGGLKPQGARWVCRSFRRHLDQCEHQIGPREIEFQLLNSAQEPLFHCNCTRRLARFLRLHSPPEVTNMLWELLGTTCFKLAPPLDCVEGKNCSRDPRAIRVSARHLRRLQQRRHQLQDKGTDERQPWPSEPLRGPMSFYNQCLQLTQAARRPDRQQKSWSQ
ssDAF12 agonist = S. stercoralis DAF-12 nuclear receptor activators, primary screen, cell-based, luminescence, HEK293, GRIP1 co-expression, lit1-tk-luc. Nuclear hormone receptor DAF-12 (Strongyloides stercoralis). AID 652126, 2013. HEK293 ssDAF-12/GRIP1 lit1-tk-luc reporter; % of 3 µM dafachronic acid response. activation, % at 6.8 µM. actives 1% (n = 370,000);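 active = activation above the mean over all tested compounds plus 3 SD, cut at about 0.9% in these data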;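 also: 0% = DMSO-only wells and 100% = 3 µM delta7-dafachronic acid wells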
DAX1 inh-1 = DAX1 (NR0B1) inhibitors on StAR promoter, primary screen, cell-based, luminescence, SF-1 (NR5A1), full-length DAX-1; HEK293T StAR-luciferase reporter, SF-1/DAX-1 repression relief; inhibition, % at 6.8 µM; actives 1.1% (n = 370,000); AID 652010, 2013;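 active = inhibition above the mean over all tested compounds plus 3 SD, cut at about 3.6% in these data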;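 also: 0% = DAX-1 cells with DMSO and 100% = cells lacking DAX-1 with DMSO; higher inhibition means more luminescence from relief of DAX-1 repression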
FXN GAA850 act = FXN promoter activators, primary screen, cell-based, luciferase luminescence, HEK293 lucGAA850; actives 0.56% (n = 360,000); AID 540364, 2011; HEK293 lucGAA850 FXN promoter luciferase reporter, 24 h; percent of 10 µM SAHA response; activation, % at 6 µM;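 active = activation above the average of all compounds screened plus 3 SD, cutoff fixed separately per campaign, cut at about 7.5% in these data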;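 also: 0% = DMSO wells and 100% = 10 µM SAHA wells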
NR1D1 modulator = modulators of Rev-erb alpha DNA binding, primary screen, biochemical, FITC-DNA, fluorescence polarization, uHTS. actives 0.79% (n = 370,000). Rev-erbα–FITC-DNA binding, 90 min. AID 1259318, 2017. activity, % at 10 µM. Nuclear receptor subfamily 1 group D member 1 (Homo sapiens), P20393;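 active = activity above about 14%, limit read from the data; passing the limit was not always enough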;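 also: 0% = DMSO wells with 35 nM protein and 100% = DMSO wells with 750 nM protein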
hgDAF-12 ag = H. glycines DAF-12 receptor agonists, primary screen, cell-based, luminescence, HEK293, GAL4 fusion, UAS-luciferase. HEK293 GAL4-hgDAF12 UAS-luciferase reporter, agonist luminescence; normalized to butyrate control. activation, % at 6.8 µM. actives 1.8% (n = 370,000). Nuclear hormone receptor DAF-12 (Heterodera glycines), GAL4 fusion;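 active = activation above a cutoff set at the mean of all screened compounds plus 3 SD, cut at about 10% in these data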;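 also: 0% = DMSO wells and 100% = sodium butyrate wells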
DAX1 inh-2 = DAX1 (NR0B1) inhibitors, primary screen, cell-based, HEK293, Gal4-DAX1, luciferase luminescence; inhibition, % at 6.75 µM; AID 504766, 2011; HEK293 Gal4-DAX1 luciferase reporter; actives 0.99% (n = 340,000);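 active = inhibition above the mean over all tested compounds plus 3 SD, cut at about 4.2% in these data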;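 also: 0% = DAX1-transfected cells with DMSO and 100% = empty-vector control cells with DMSO; inhibition shows as a rise in luminescence from relieved DAX1 repression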
Target sequence (P51843 207-470 limits assumed): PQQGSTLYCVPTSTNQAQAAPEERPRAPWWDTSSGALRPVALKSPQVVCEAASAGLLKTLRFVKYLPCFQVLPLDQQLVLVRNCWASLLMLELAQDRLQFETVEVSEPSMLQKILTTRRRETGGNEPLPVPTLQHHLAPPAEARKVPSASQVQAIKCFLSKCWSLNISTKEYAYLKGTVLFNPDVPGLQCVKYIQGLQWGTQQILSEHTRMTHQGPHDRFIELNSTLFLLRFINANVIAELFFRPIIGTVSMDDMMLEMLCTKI
SMARCA2 activ = SMARCA2 (BRM) function activators, primary screen, cell-based, luminescence, high throughput; MG213 cells, MMTV-luciferase reporter, dexamethasone, overnight; actives 1% (n = 370,000); activation, % at 9.1 µM; in the data active = activation above about 7.8%;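 also: 0% = vehicle wells and 100% = reference activator wells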
hcDAF12 agonist = H. contortus DAF-12 nuclear receptor activators, primary screen, cell-based, luminescence, HEK293, lit1-tk-luc reporter | HEK293 hcDAF-12 lit1-tk-luc reporter; 0% DMSO, 100% Δ7-dafachronic acid | activation, % at 6.8 µM | actives 1.4% (n = 370,000);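 active = activation above the mean of all tested compounds plus 3 SD, cut at about 5.5% in these data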;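 also: 100% = response to 3 µM Δ7-dafachronic acid high control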
Active calls of the source: *; i = inactive.

SMILES	PG9 binder	PLCb3 inh	HGIII-sPLA2 inh	ssDAF12 agonist	DAX1 inh-1	FXN GAA850 act	NR1D1 modulator	hgDAF-12 ag	DAX1 inh-2	SMARCA2 activ	hcDAF12 agonist
CC(C)(C)NC(=O)N1CCN(S(=O)(=O)c2ccc3c(c2)CCC3)CC1	-1.7	-2	2	-1.1	-0.4	0.1	-2	0.7	0.3	-4	-2.2
Cc1oc2c(C)c3oc(=O)c(CC(=O)N[C@@H](CC(C)C)C(=O)N[C@@H](Cc4ccccc4)C(=O)O)c(C)c3cc2c1C	-1.5	-280	-8	-1.4	-0.6	-3.3	-2	0.6	0.5	-1	-2.7
C[C@@H]1CN([C@@H](C)CO)C(=O)CCCn2nncc2CO[C@@H]1CN(C)C(=O)Nc1cccc2ccccc12	-0.5	-37	7	-0.2	-0.7	-2.2	2	-1.8	0.3	7	-1.1
COCCCNC(=O)CSC1=Nc2ccccc2C2=NC(CC(=O)NCc3ccccc3)C(=O)N12 (stereo not drawn)	-0.3	-21	0	-0.8	-0.1	1.3	-8	-1.5	-1.7	1	-1.3
CC1CCCCC12NC(=O)N(CC(=O)OCc1c(F)cccc1Cl)C2=O (stereo not drawn)	-0.6	2	-1	-1.0	-0.4	-0.6	0	0.9	0.4	4	1.3
O=S(=O)(Nc1ccc(S(=O)(=O)N2CCCCCC2)cc1)c1cccs1	-0.6	i	-25	-1.7	-0.5	3.3	6	0.3	-0.1	1	-1.0
COCCNC(=O)Cn1nc(C)c2ccccc2c1=O	-1.4	1	4	-1.1	0.8	-0.9	2	-0.9	0.1	0	-0.5
CCN(CC)C(=O)c1sc2nc(-c3ccc(OC)cc3)cn2c1C	-1.7	-2	3	-0.6	3.6	9.8*	-5	13*	1.4	3	1.9
O=C(CNC(=O)c1ccccc1)NC1(C(=O)NC2CCCCC2)CCCCC1	0.8	-19	-3	-0.7	-0.2	1.8	-1	-1.4	-0.4	-1	-1.2
COc1ccc(S(=O)(=O)NCc2ccccn2)c(Cl)c1Cl	-3.1	0	-1	-1.1	0.2	1.8	0	0.2	-1.3	1	-0.5
Cc1nc2cc(NC(=O)c3ccc([N+](=O)[O-])s3)ccc2s1	1.5	-5	-2	-1.2	-4.2	-3.9	-28	-4.0	-0.4	-5	-2.3
COc1ccc(C(=O)Nn2c(SCC(=O)N3CCC(C)CC3)nc3ccccc3c2=O)cc1	1.5	-11	-6	-1.7	-0.7	-11	1	-3.8	-3.4	-4	0.5
Cc1cccc(NC(=O)CSCC(=O)N(C)Cc2c(F)cccc2Cl)c1	0.1	-7	-17	-1.3	-0.2	0.6	9	-0.3	-0.9	-2	-2.2
COc1ccc(S(=O)(=O)N(CC(=O)NCc2ccco2)c2ccccc2)cc1	-0.2	0	-2	-0.9	0.1	0.6	2	-3.6	0.0	-3	-1.3
CC(C)N1C(=S)SC(C)(C)C1n1oc(=O)n(-c2cccc(Cl)c2)c1=O (stereo not drawn)	-1.0	-4	-3	-1.6	0.2	-1.6	-5	0.2	0.2	-2	1.7
Cc1cc(O)c(NC(=O)c2cccc([N+](=O)[O-])c2)cc1C	0.7	-9	-5	2.5*	0.7	7.6*	-5	17*	3.8	4	7.0*
COCCNC(=O)c1csc(Nc2cccc3ccccc23)n1	-0.3	-8	10	-0.9	-0.6	0.5	0	-6.6	0.7	-2	-1.8
CCC(=O)Oc1ccc2c(c1)OC1(OC(C)=O)OC(C)CC1=C2C (stereo not drawn)	2.8	i	6	-0.7	-0.1	-0.4	-5	2.9	0.2	-3	-1.2
NC(=S)Cc1ccccc1Cl	-1.7	-4	7	-2.1	0.3	0.1	-2	0.7	0.9	2	-1.2
CS(=O)(=O)N(CC(=O)NCc1ccncc1)C1CCCCC1	-2.0	-1	4	-1.9	0.9	3.7	4	5.9	-0.2	-4	-0.4
Cc1ccc(S(=O)(=O)Nc2cc(Cl)c(O)cc2C)cc1	-1.4	5	-16	-1.6	-1.3	-1.4	-3	-3.4	-2.3	0	-0.2
Cn1c(SCC(=O)Nc2ccc(N3CCOCC3)cc2)nnc1C(F)(F)F	-1.8	-2	4	-1.3	-1.6	0.3	2	1.3	0.1	-2	1.6
O=C(CCC(=O)N1CCOCC1)NCCc1ccccc1	-1.5	-5	6	-1.0	1.0	1.2	0	3.9	-0.6	0	0.6
O=C(CC1(O)C(=O)Nc2ccccc21)c1ccc(-n2cccc2)cc1 (stereo not drawn)	-1.9	-10	-3	-0.9	-0.1	2.8	1	1.5	0.5	-1	0.3
Cc1cccc(N2CCN(C(=O)c3oc4ccc(Br)cc4c3C)CC2)c1C	0.2	-9	-3	-0.1	-0.5	0.6	-6	0.1	0.0	1	0.5

Grouped by structure: those above containing an aryl methoxy group (4)
SMILES	PG9 binder	PLCb3 inh	HGIII-sPLA2 inh	ssDAF12 agonist	DAX1 inh-1	FXN GAA850 act	NR1D1 modulator	hgDAF-12 ag	DAX1 inh-2	SMARCA2 activ	hcDAF12 agonist
CCN(CC)C(=O)c1sc2nc(-c3ccc(OC)cc3)cn2c1C	-1.7	-2	3	-0.6	3.6	9.8*	-5	13*	1.4	3	1.9
COc1ccc(S(=O)(=O)NCc2ccccn2)c(Cl)c1Cl	-3.1	0	-1	-1.1	0.2	1.8	0	0.2	-1.3	1	-0.5
COc1ccc(C(=O)Nn2c(SCC(=O)N3CCC(C)CC3)nc3ccccc3c2=O)cc1	1.5	-11	-6	-1.7	-0.7	-11	1	-3.8	-3.4	-4	0.5
COc1ccc(S(=O)(=O)N(CC(=O)NCc2ccco2)c2ccccc2)cc1	-0.2	0	-2	-0.9	0.1	0.6	2	-3.6	0.0	-3	-1.3

(listing goes on)
SMILES	PG9 binder	PLCb3 inh	HGIII-sPLA2 inh	ssDAF12 agonist	DAX1 inh-1	FXN GAA850 act	NR1D1 modulator	hgDAF-12 ag	DAX1 inh-2	SMARCA2 activ	hcDAF12 agonist
Cc1ccc(C)c(N2CCN(C(=O)C3CCCCN3S(=O)(=O)c3ccc(F)cc3)CC2)c1 (stereo not drawn)	-2.5	4	-7	-1.5	-1.2	-2.2	4	-1.3	-0.4	0	-3.5
COc1ccc(CCNC(=S)N2CCC(C(=O)c3ccc(F)cc3)CC2)cc1OC	-0.1	2	-2	-2.4	-2.3	-2.9	5	-5.3	-3.8	-8	-3.8
CC(C)(C)CC(=O)Nc1nnc(SCC(=O)NC2CCCCC2)s1	1.0	-7	-4	-0.5	-0.6	2.0	2	-0.5	-0.4	-2	-2.2
Cc1c(Cl)cccc1N(CC(=O)NC(C)c1ccccc1)S(C)(=O)=O (stereo not drawn)	-0.7	-2	-8	-1.1	-0.1	-0.7	-2	-1.1	-1.3	-2	0.9
O=c1c2ccccc2cnn1Cc1cccc(Br)c1	-1.3	0	0	-1.3	-0.2	1.0	0	-2.1	-0.7	-3	-2.6
C=CCn1c(N)c(C(=O)OCC(C)C)c2nc3ccccc3nc21	1.2	i	-7	-1.8	-1.9	-0.4	2	-5.3	-1.5	-4	1.4
COC(=O)c1ccc(SC2CCCCC2)c([N+](=O)[O-])c1	-1.9	5	5	-1.2	-0.6	0.6	1	4.0	2.1	-1	0.5
CCOC(=O)C1CCN(C(=O)CSc2ccc(Br)cc2)CC1	-1.1	-2	-3	-0.7	-0.8	0.1	-3	0.3	-0.1	1	-1.7
CCCn1c(N)c(C(=O)CSc2nc(N)cc(=O)[nH]2)c(=O)n(C)c1=O	1.4	-6	8	-1.3	0.1	-0.8	-7	-3.4	0.7	-2	-0.3
O=S(=O)(c1ccc(Cl)cc1)N1CCCCCC1	-1.4	-4	-1	-1.3	0.9	0.0	-3	0.2	-0.3	4	-0.2
Fc1cccc(Cl)c1Cn1nnc2c(NCc3ccncc3)ncnc21	-1.0	-7	-4	-1.7	-1.4	-0.8	4	-1.8	-1.3	-3	-2.4
COc1ccc(-c2nnc(N(C)C(=O)c3ccco3)s2)cc1OC	-0.2	-6	0	-1.0	0.0	2.6	10	-1.6	-1.0	1	-1.2
COc1ccc(/C=C(/CC(=O)Nc2ccc(C)cc2)c2nc3ccccc3s2)cc1	2.3	-16	-2	-0.2	-0.3	1.9	-1	-0.8	2.5	-1	1.2
COc1ccc(NC(=O)CCN2C(=O)c3ccncc3C2=O)cc1OC	-0.7	-6	-1	-1.7	-0.1	-0.2	1	3.4	-0.1	0	1.3
COC(=O)N1[C@H](C)C=C[C@]1(Cc1ccccc1)C(=O)OC	1.6	0	6	-1.4	-0.7	-1.0	0	2.3	3.0	0	-0.2
CCOC(=O)c1c(NC(=O)CSc2nnc(Cc3ccccc3)o2)sc(C(C)=O)c1C	6.1	-12	-24	-1.0	-1.7	0.5	-5	-2.4	-1.3	-4	-2.0
C=CCSc1nc2c(c(=O)[nH]c(=O)n2C)n1Cc1ccc(C)cc1	-1.1	-2	1	-1.5	1.6	6.0	9	0.3	-0.1	-2	-1.2
Cc1[nH]nc(SCC(=O)N2CCC(C)CC2)c1[N+](=O)[O-]	-0.8	-1	-4	-1.0	-0.7	0.7	6	-0.5	-0.2	-2	-0.1
O=C(O)C1(P(=O)(c2ccc(Cl)cc2)c2ccc(Cl)cc2)CCCC1	-0.9	1	0	-1.1	0.1	0.6	1	-1.3	-0.8	1	-0.9
Nc1ccc(CN2CCCCCC2)cc1	-0.6	1	6	-1.5	-0.2	2.4	4	-1.0	-0.9	-4	-1.2
COC(=O)c1ccc(NC(=O)CN2C(=O)CSC2=O)cc1	-1.5	1	-4	-1.3	-0.3	1.1	-5	0.4	-0.1	1	-0.1
Cc1cc(=O)oc2c(C)c(OCC(=O)N3CCN(c4ccccc4)CC3)ccc12	-1.2	-8	-6	-1.1	1.1	-0.3	-3	-1.8	-0.4	-3	-1.9
CC(O)c1cccc(NC(=O)C2CCCCC2)c1 (stereo not drawn)	0.3	5	-1	0.6	-0.3	0.0	-4	-4.1	1.4	4	-0.7
Cc1ccc(NC(=S)N(CCCN2CCCC2)Cc2cccn2Cc2ccc(Cl)cc2)cc1C	-1.3	3	4	0.1	-0.5	-1.8	3	0.0	1.6	6	-0.6
Cn1cc(C(=O)NCCN2CCN(c3cccc(Cl)c3)CC2)c2c3ccccc3n(C)c2c1=O	1.8	-35	-8	-1.6	-3.0	-6.4	-5	-4.1	-1.5	0	-1.8

Screening results: PubChem, several laboratories
